High-throughput results: PubChem, National Center for Advancing Translational Sciences (NCATS)
Eya2 phos inh: qHTS Assay for Inhibitors of the Phosphatase Activity of Eya2. Protein phosphatase EYA2 (Homo sapiens), O00167. actives 0.006% (n = 330,000). Potency, µM (titrated, usually from 76.9 µM), without a hit: at the top dose activity, negative = inhibition, usual class: inhibitors. recombinant Eya2, OMFP fluorescence dephosphorylation (OMFP is methylfluorescein phosphate). AID 488837, 2010; further: potency means the concentration at half of the fitted maximal effect; on the % scale 0 is the no-effect control and ±100 the full control effect
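Eya2 protein (added as 0.2 uM solution) was preincubated with compound for 10 min at ambient temperature in 50 mM HEPES pH 7.5, 50 mM NaCl, 5 uM MgCl2, 0.05% BSA, 1 mM DTT. OMFP (added at 50 uM) then reacted 10 min; fluorescence read at 485/525 nm.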
TSHR antag: Antagonists of the Thyroid Stimulating Hormone Receptor: HTS campaign; actives 0.2% (n = 330,000); activity change, negative = inhibition, % at 11.5 µM; TSHR-expressing cells, TSH-stimulated cAMP HTRF, 2 h; active compounds read low; Thyrotropin receptor (Homo sapiens), P16473;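 active means activity change below a set negative limit, meaning inhibition stronger than a set level, cut at about -70% in these data; inconclusive means activity change between two set negative limits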; further: on the % scale 0 is the no-effect control and ±100 the full control effect
Target sequence (P16473 whole entry, looked up): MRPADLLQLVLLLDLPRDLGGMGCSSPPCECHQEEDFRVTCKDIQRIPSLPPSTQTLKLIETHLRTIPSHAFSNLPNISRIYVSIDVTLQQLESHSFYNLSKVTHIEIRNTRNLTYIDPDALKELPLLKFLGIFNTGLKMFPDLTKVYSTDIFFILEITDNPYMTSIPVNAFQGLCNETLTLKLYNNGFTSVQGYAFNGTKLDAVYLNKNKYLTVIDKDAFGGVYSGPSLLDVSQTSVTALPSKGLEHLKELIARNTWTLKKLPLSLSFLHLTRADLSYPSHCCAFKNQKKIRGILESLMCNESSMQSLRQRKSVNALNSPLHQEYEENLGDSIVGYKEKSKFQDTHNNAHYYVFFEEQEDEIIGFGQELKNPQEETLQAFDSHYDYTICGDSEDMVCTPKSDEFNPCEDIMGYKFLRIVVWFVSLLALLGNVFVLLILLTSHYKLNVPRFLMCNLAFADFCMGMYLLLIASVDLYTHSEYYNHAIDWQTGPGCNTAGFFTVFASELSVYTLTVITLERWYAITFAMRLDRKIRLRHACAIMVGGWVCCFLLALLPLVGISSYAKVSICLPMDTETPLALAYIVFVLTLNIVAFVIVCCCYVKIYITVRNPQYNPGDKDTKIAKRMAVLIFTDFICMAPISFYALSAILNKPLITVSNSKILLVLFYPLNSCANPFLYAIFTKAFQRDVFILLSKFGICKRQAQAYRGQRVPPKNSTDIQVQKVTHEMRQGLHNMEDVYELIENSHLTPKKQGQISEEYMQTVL
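TSHR-expressing cells, 200/well, pre-treated with compound, then stimulated with EC80 TSH (4nM final) for 2 hours at 37 deg C. cAMP measured by competitive HTRF: anti-cAMP cryptate antibody in lysis buffer plus cAMP-d2, read after 30 minutes at room temperature.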
Tb PFK block: qHTS Assay to Find Inhibitors of T. brucei phosphofructokinase. ATP-dependent 6-phosphofructokinase (Trypanosoma brucei brucei), O15648. T. brucei PFK, ADP-Glo luminescence. Potency, µM (titrated, usually from 57.5 µM), inactives show at the top dose activity, negative = inhibition, usual class: inhibitors. actives 0.17% (n = 330,000). AID 485367, 2010;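 further: potency means the concentration at half of the fitted maximal effect; 0% = uninhibited 1x PFK enzyme wells and -100% = no-enzyme wells; nearly all actives have a fitted effect of over 60% in size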
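ADP-Glo luminescence quantified ADP after 45 min at room temperature, with 1.25 nM T. brucei PFK, 0.1 mM ATP and 0.5 mM fructose-6-phosphate in pH 8.0 TEA buffer. qHTS titrations up to 57 µM; curves classified by quality.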
ELG1 DNA repair: qHTS screen for small molecules that inhibit ELG1-dependent DNA repair in human embryonic kidney (HEK293T) cells expressing luciferase-tagged ELG1. HEK293T ELG1-luciferase reporter, luminescence, 16 h; DNA damage induced by 5-fluorouridine. Potency, µM (highest dose often 46.1 µM), for the others: top-dose activity change, negative = inhibition, hits mostly inhibitors. actives 2.3% (n = 330,000). AID 504467, 2011; further: potency means the concentration at half of the fitted maximal effect; on the % scale 0 is the no-effect control and ±100 the full control effect; nearly all actives have a fitted effect of over 55% in size
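In this reporter screen, reduction of luminescence relative to DMSO vehicle indicated activity. Compounds and 5-fluorouridine were added together to 2,000 cells per well, incubated for 16 hr at 37 °C, then developed with ONE-Glo.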
ASM inhibitor: Inhibitors of Secretory Acid Sphingomyelinase (S-ASM): qHTS. Sphingomyelin phosphodiesterase (Homo sapiens), P17405. placental ASM, HMU-PC fluorogenic substrate, 60 min. Potency, µM (titrated, usually from 57.5 µM), without a hit: at the highest dose activity change, negative = inhibition, actives largely listed as inhibitors. actives 0.006% (n = 340,000). AID 504937, 2011; further: potency means the concentration at half of the fitted maximal effect
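Steps: dispense placental human ASM, pin compound, wait 10 min at room temperature, add HMU-PC0 substrate at 9 uM final, incubate 60 min at 37 °C, add stop solution raising pH to 10, read fluorescence.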
AT treatment: qHTS Assay for Identifying a Potential Treatment of Ataxia-Telangiectasia | Potency, µM (highest dose often 57.5 µM), for the others: at the top dose activation, actives largely listed as activators | actives 0.19% (n = 320,000) | […] A-T fibroblasts, KAP-1 phosphorylation AlphaLISA; neocarzinostatin DNA damage 30 min before lysis | AID 485349, 2010; further: potency means the concentration at half of the fitted maximal effect; % of control where 0% means no effect; nearly all actives have a fitted effect of over 45% in size
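ATM-like activity read as KAP-1 phosphorylation via AlphaLISA donor/acceptor antibody pairs after lysis and 6 hr at 25C. Cells were ATM-null patient fibroblasts ([…], hTERT), dosed 60 min, then exposed to the DSB inducer NCS for 30 min.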
a7 integrin act: qHTS for Activators of Integrin-Mediated Alleviation for Muscular Dystrophy. alpha7betagal myoblasts, beta-gal FDG fluorescence, 48 h. actives 0.064% (n = 350,000). Potency, µM (series often up to 38.3 µM), without a hit: at the top dose activation, usual class: activators. AID 624291, 2012;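 further: potency means the concentration at half of the fitted maximal effect; 100% = response of the positive control SU9516; nearly all actives have a fitted effect of over 60% in size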
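Alpha7betagal+/- myoblasts (passage 13) were plated 16-24 hr, then exposed to compounds (1:260 dilution of DMSO stock) for 48 hours at 37C. After MPER lysis, β-galactosidase reporter activity was read as FDG fluorescence (ex 480/em 540) after 30 minutes.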
PTAP TSG101 blk: qHTS Assay for Iinhibitors of HIV-1 Budding by Blocking the Interaction of PTAP/TSG101; Fluorescence polarization, FITC-PTAP peptide / Tsg101 binding; Potency, µM (highest dose often 115 µM), inactives show top-dose activity change, negative = inhibition, usual class: inhibitors; 340,000 tested, under 10 active; AID 493005, 2010; active means well fitted inhibition curve with a large enough effect in the main read-out, with a control signal flat, not every such curve was filed as active; inconclusive means small, poorly fitted or top-dose-only effect, or effect the other way, or a change in a side signal; inactive means no such curve, though single readings can be large or run the other way; further: potency means the concentration at half of the fitted maximal effect; % of control where 0% means no effect
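Steps: Tsg101 binding domain dispensed (10 uM final), compounds pinned in DMSO, FITC-labeled PTAP-motif peptide added (50 nM final); after 20 min binding at room temperature, polarization measured.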
Mito fusion yeast: qHTS Assay for Small Molecule Inhibitors of Mitochondrial Division or Activators of Mitochondrial Fusion; AID 485298, 2010; actives 0.23% (n = 320,000); Potency, µM (doses to about 46.1 µM), for inactives: at the top dose growth rescue (activation), actives largely listed as activators; S. cerevisiae fusion-defective mutant growth rescue, CellTiterGlo 48 h;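 further: potency means the concentration at half of the fitted maximal effect; % of control where 0% means no effect; nearly all actives have a fitted effect of over 45% in size; temperature-sensitive fusion mutants such as fzo1-1 at 37 °C on non-fermentable ethanol glycerol medium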
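Luminescent cell viability in 1536-well qHTS format served as the measure of rescued growth in ts fusion-mutant S. cerevisiae cultured on non-fermentable YPEG for 48 hours at 37C.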
TCR activator: Activators of T cell receptors: qHTS campaign. 330,000 tested, under 10 active. Potency, µM (doses to about 9.22 µM), inactives show at the top dose activation of IL-2 secretion, most hits filed as activators. primary human leukocytes, anti-CD3, IL-2 HTRF, 48 h; further: % of control where 0% means no effect
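Activity was scored as IL-2 release from primary human leukocytes given only a TCR signal (a-CD3 beads) plus compound for 48 hr. Detection used a two-antibody HTRF format read at 665nm.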
BCR signal inh: qHTS Assay to Find Inhibitors of Chronic Active B-Cell Receptor Signaling | ABC-DLBCL IkBa-CBG/CBR reporter, luminescence ratio, 4 h | Potency, µM (top dose mostly 46.1 µM), for the others: at the top dose ratio change, negative = lower green/red ratio, actives largely listed as inhibitors | actives 0.05% (n = 340,000); active means well fitted inhibition curve with a large enough effect in the signal ratio, with a control signal flat, not every such curve was filed as active; inconclusive means small, poorly fitted or top-dose-only effect, or effect the other way, or a change in a side signal; the % refers to the signal ratio;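 further: potency means the concentration at half of the fitted maximal effect; plate controls were basal doxycycline-induced cells for no effect and cells given 10 µM MG132 for full effect; MG132 reads +100%, hits lower the ratio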
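Doxycycline induced both beetle luciferases in TMD8 lymphoma cells; IKK-driven degradation limits the IkappaBalpha-fused green signal, while red luminescence normalises for cell number and nonspecific effects. Compounds tested up to 46 uM, 4 hrs.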
Active calls of the source: *. Unless noted, the call rests on the fitted dose curve; in most records, active means well fitted curve in the direction sought with a large enough effect; inconclusive means small, poorly fitted or top-dose-only effect, or another doubt; inactive means no such curve, though single readings can be large; an effect the other way counts as inactive or inconclusive.

Results for CN(C)c1ccc(C(=O)OCC(=O)NCCCc2ccccc2)cc1 ?
Eya2 phos inh: -9%; TSHR antag: -2; Tb PFK block: 2%; ELG1 DNA repair: 7%; ASM inhibitor: -4%; AT treatment: -10%; a7 integrin act: -11%; PTAP TSG101 blk: -6%; Mito fusion yeast: 13%; TCR activator: 3%; BCR signal inh: -8%

What do the screens show for `CCCCc1cc(O)c(CCCC)c(O)c1`?
Eya2 phos inh: -8%; TSHR antag: 6; Tb PFK block: -5%; ELG1 DNA repair: inconclusive; ASM inhibitor: -2%; AT treatment: 6%; a7 integrin act: -32%; PTAP TSG101 blk: -2%; Mito fusion yeast: 16%; TCR activator: -3%; BCR signal inh: inconclusive

How did CCOC(=O)c1c(S(=O)(=O)N2CCN(c3ccc(F)cc3)CC2)c(C)n(C)c1C do in these assays?
Eya2 phos inh: -9%; TSHR antag: 7; Tb PFK block: 15%; ELG1 DNA repair: 7%; ASM inhibitor: 2%; AT treatment: -1%; a7 integrin act: -3%; PTAP TSG101 blk: -5%; Mito fusion yeast: -6%; TCR activator: 0%; BCR signal inh: inconclusive

Results for COc1ccc(S(=O)(=O)N2CCC(C(=O)Nc3ccc(F)cc3)CC2)c2cccnc12 ?
Eya2 phos inh: -12%; TSHR antag: 1; Tb PFK block: -6%; ELG1 DNA repair: inconclusive; ASM inhibitor: -4%; AT treatment: 2%; a7 integrin act: inconclusive; PTAP TSG101 blk: -3%; Mito fusion yeast: -1%; TCR activator: -116%; BCR signal inh: inconclusive

How did O=C(CC(CC(=O)c1ccc(Br)cc1)c1cccnc1)c1ccc(Br)cc1 do in these assays?
Eya2 phos inh: 1%; TSHR antag: -17; Tb PFK block: 0%; ELG1 DNA repair: -27%; ASM inhibitor: -1%; AT treatment: -8%; a7 integrin act: 5%; PTAP TSG101 blk: -7%; Mito fusion yeast: 1%; TCR activator: 3%; BCR signal inh: inconclusive

How did CS(=O)(=O)N1CCN(c2ncnc3c2cnn3-c2ccccc2)CC1 do in these assays?
Eya2 phos inh: -4%; TSHR antag: -2; Tb PFK block: -5%; ELG1 DNA repair: 21%; ASM inhibitor: -3%; AT treatment: -1%; a7 integrin act: 21%; PTAP TSG101 blk: -6%; Mito fusion yeast: 0%; TCR activator: 2%; BCR signal inh: inconclusive

What do the screens show for `CN(Cc1ccccc1)S(=O)(=O)c1ccc2[nH]cc(C(=O)NCC3CCCO3)c(=O)c2c1` (stereo not given)?
Eya2 phos inh: 3%; TSHR antag: -25; Tb PFK block: -2%; ELG1 DNA repair: inconclusive; ASM inhibitor: -6%; a7 integrin act: 10%; Mito fusion yeast: 3%; BCR signal inh: 3%

What do the screens show for `Cc1cccc(NC(=O)c2nc[nH]c2C(=O)NCC(=O)OCc2ccccc2)c1`?
Eya2 phos inh: -10%; TSHR antag: 2; Tb PFK block: -1%; ELG1 DNA repair: 29%; ASM inhibitor: -17%; AT treatment: -32%; a7 integrin act: 11%; PTAP TSG101 blk: -1%; Mito fusion yeast: -1%; TCR activator: 6%; BCR signal inh: -3%

What do the screens show for `COc1ccc(-n2nc(C(=O)NCC(=O)NCCCN3CCN(C)CC3)c3ccccc3c2=O)cc1OC`?
Eya2 phos inh: 1%; TSHR antag: -11; Tb PFK block: -4%; ELG1 DNA repair: 19%; ASM inhibitor: 8%; AT treatment: -5%; a7 integrin act: 8%; PTAP TSG101 blk: -1%; Mito fusion yeast: -4%; TCR activator: 2%; BCR signal inh: 7%

How did C=CC[C@H](CC(=O)NCCO)C(=O)N[C@@H](COC(=O)[C@@H](CC=C)CC(=O)OC(C)(C)C)Cc1c[nH]c2ccccc12 do in these assays?
Eya2 phos inh: 0%; TSHR antag: -9; Tb PFK block: 3%; ELG1 DNA repair: -3%; ASM inhibitor: 4%; AT treatment: 10%; a7 integrin act: 5%; PTAP TSG101 blk: 2%; TCR activator: -5%; BCR signal inh: 0%

How did COc1ccc(CC(=O)NC(C)c2nnc(SCc3nc4ccccc4c(=O)[nH]3)n2C)cc1 (stereo not given) do in these assays?
Eya2 phos inh: 2%; TSHR antag: 12; Tb PFK block: 0%; ELG1 DNA repair: 2%; ASM inhibitor: -2%; AT treatment: 0%; a7 integrin act: 11%; PTAP TSG101 blk: -2%; Mito fusion yeast: 5%; TCR activator: -7%; BCR signal inh: 3%

Results for Cc1cccc(CC(C)NC(=O)c2cc(COc3ccc(C)c(C)c3)on2)n1 (stereo not given) ?
Eya2 phos inh: -5%; TSHR antag: -6; Tb PFK block: 1%; ELG1 DNA repair: inconclusive; ASM inhibitor: -3%; AT treatment: 2%; a7 integrin act: -1%; PTAP TSG101 blk: 0%; Mito fusion yeast: -2%; TCR activator: -6%; BCR signal inh: inconclusive

What do the screens show for `COc1ccc(Cl)cc1S(=O)(=O)n1ccnc1C(C)C`?
Eya2 phos inh: 26%; TSHR antag: -22; Tb PFK block: 3%; ELG1 DNA repair: 0%; ASM inhibitor: 3%; AT treatment: -7%; a7 integrin act: 0%; PTAP TSG101 blk: -1%; Mito fusion yeast: 1%; TCR activator: 6%; BCR signal inh: inconclusive

Results for COc1ccc(OC)c(-c2cc(C(=O)Nc3c(C)nn(Cc4ccccc4Cl)c3C)no2)c1 ?
Eya2 phos inh: 6%; TSHR antag: -8; Tb PFK block: -1%; ELG1 DNA repair: 0%; ASM inhibitor: -1%; AT treatment: 1%; a7 integrin act: -30%; PTAP TSG101 blk: -11%; Mito fusion yeast: -11%; TCR activator: -2%; BCR signal inh: inconclusive

Results for S=C(Nc1ccccc1)Nc1ccc(Br)cn1 ?
Eya2 phos inh: -8%; TSHR antag: -5; Tb PFK block: 2%; ELG1 DNA repair: 3%; ASM inhibitor: -2%; AT treatment: 1%; a7 integrin act: 12%; PTAP TSG101 blk: 0%; Mito fusion yeast: -14%; TCR activator: -5%; BCR signal inh: inconclusive

What do the screens show for `O=C(N/N=C/c1c(Cl)[nH]c2ccccc12)c1ccc2c(c1)OCCO2`?
Eya2 phos inh: 3%; TSHR antag: 5; Tb PFK block: 6%; ELG1 DNA repair: inconclusive; ASM inhibitor: -7%; AT treatment: 1%; a7 integrin act: 13%; PTAP TSG101 blk: -1%; Mito fusion yeast: 2%; TCR activator: -1%; BCR signal inh: inconclusive

Results for CCOC(=O)Cc1nn(C(C)C)c(=O)c2ccccc12 ?
Eya2 phos inh: -7%; TSHR antag: -7; Tb PFK block: -9%; ELG1 DNA repair: 4%; ASM inhibitor: -4%; AT treatment: 3%; a7 integrin act: -7%; PTAP TSG101 blk: 0%; Mito fusion yeast: 2%; TCR activator: 1%; BCR signal inh: -1%

Reprinted at random: two entries already listed.
How did CCOC(=O)c1c(S(=O)(=O)N2CCN(c3ccc(F)cc3)CC2)c(C)n(C)c1C do in these assays?
Eya2 phos inh: -9%; TSHR antag: 7; Tb PFK block: 15%; ELG1 DNA repair: 7%; ASM inhibitor: 2%; AT treatment: -1%; a7 integrin act: -3%; PTAP TSG101 blk: -5%; Mito fusion yeast: -6%; TCR activator: 0%; BCR signal inh: inconclusive

Results for CN(C)c1ccc(C(=O)OCC(=O)NCCCc2ccccc2)cc1 ?
Eya2 phos inh: -9%; TSHR antag: -2; Tb PFK block: 2%; ELG1 DNA repair: 7%; ASM inhibitor: -4%; AT treatment: -10%; a7 integrin act: -11%; PTAP TSG101 blk: -6%; Mito fusion yeast: 13%; TCR activator: 3%; BCR signal inh: -8%

No enrichment for hits; about 3.2% have a hit in one of these screens.
